# Assay outcomes as filed in PubChem BioAssay.
# Pin1 inh: blocks the human prolyl isomerase Pin1; Q13526; Pin1 FP peptide displacement, HiFluor488, 10 min; Potency, µM (top dose mostly 115 µM), without a hit: at the top dose activity, negative = inhibition, actives largely listed as inhibitors; 0.009% of 390,000 active; AID 504891; active = well fitted inhibition curve with a large enough effect in the polarisation, with a control signal flat, not every such curve was filed as active; inconclusive = small, poorly fitted or top-dose-only effect, or effect the other way, or a change in a side signal; inactive = no such curve, though single readings can be large or run the other way; the % refers to the polarisation; note: potency is the fitted concentration of half-maximal effect; % is set by controls: 0 for no effect and ±100 for the full control effect
# Target sequence (Q13526 whole entry, looked up): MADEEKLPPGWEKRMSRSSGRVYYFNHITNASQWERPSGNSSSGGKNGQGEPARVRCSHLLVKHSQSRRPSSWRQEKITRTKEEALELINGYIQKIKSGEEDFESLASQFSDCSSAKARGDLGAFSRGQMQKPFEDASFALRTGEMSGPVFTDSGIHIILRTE
# TRHR ag: agonists of human TRH receptor. P34981. TRHR cells, calcium flux fluo-8, FDSS agonist mode. activation, % at 2 µM. 0.18% of 360,000 active. AID 493084; in the data active = activation above about 30%; note: 0% is about no effect
#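 Fluo-8-loaded TRHR cells; 10 s baseline, compound added, kinetic Ca2+ fluorescence read 1/s, agonist mode.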
# D2 antag: antagonizes the human D2 dopamine receptor; P14416; HEK293 TREx D2 cells, calcium flux, dopamine EC80; inhibition, % at 10 µM; 2% of 340,000 active; AID 485344; in the data active = inhibition above about 30%; note: 0% is about no effect
#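 Tetracycline-induced HEK293 TREx cells expressing D2 receptor forced-coupled to calcium signalling, loaded with no-wash calcium dye. Compounds added and calcium flux read 180 s, then dopamine added at EC80 and read a further 180 s.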
# TrxR1 substrate: is turned over as a substrate by rat TrxR1; Potency, µM (highest dose often 114 µM), for inactives: top-dose activity change, negative = substrate turnover; purified TrxR1 substrate turnover, NADPH consumption readout; AID 588456; 0.01% of 390,000 active; O89049; note: potency is the fitted concentration of half-maximal effect; % is set by controls: 0 for no effect and ±100 for the full control effect; nearly all actives have a fitted effect of over 50% in size
# Target sequence (O89049 whole entry, looked up): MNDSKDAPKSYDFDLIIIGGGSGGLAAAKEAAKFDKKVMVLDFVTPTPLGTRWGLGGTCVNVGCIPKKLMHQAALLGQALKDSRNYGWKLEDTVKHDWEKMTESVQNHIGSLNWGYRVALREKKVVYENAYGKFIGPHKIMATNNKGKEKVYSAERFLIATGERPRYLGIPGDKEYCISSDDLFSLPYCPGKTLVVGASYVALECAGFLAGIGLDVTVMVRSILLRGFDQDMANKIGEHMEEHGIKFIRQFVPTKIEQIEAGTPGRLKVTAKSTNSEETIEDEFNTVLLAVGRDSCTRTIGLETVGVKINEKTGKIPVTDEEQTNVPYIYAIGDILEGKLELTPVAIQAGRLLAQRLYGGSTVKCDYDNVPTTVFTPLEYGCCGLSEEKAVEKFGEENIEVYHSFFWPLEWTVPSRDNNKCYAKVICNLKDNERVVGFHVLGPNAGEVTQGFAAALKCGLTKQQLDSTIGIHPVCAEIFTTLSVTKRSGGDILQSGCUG
#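 Rat TrxR1, dispensed at 90 nM, was prereduced with 400 uM NADPH (final) for 5 min at ~22 deg C, then incubated with compound 15 min before 400 uM selenite. A first-read NADPH fluorescence drop versus no-compound background flagged substrates.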
# TRHR PAM: allosterically enhances the human TRH receptor; enhancement, % at 2 µM; P34981; AID 493056; TRHR cells, fluo-8 calcium fluorescence, EC20 TRH enhancement; 0.66% of 360,000 active; in the data active = enhancement above about 30%; note: 0% is about no effect
#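 Enhancer read-out: after compound pinning and an initial kinetic agonist-mode read, an EC20 of TRH (10 nM final) was injected and fluo-8 calcium signal (Ex 480/Em 530) followed at 1 s/cycle for 100 cycles in TRHR-expressing cells.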
# USP1 inh: inhibitors of human USP1/UAF1 deubiquitinase; O94782; recombinant USP1/UAF1, Ub-Rhodamine cleavage fluorescence; Potency, µM (series often up to 57.1 µM), for inactives: at the highest dose activity change, negative = inhibition, most hits filed as inhibitors; 0.23% of 390,000 active; note: potency is the fitted concentration of half-maximal effect; % is set by controls: 0 for no effect and ±100 for the full control effect; nearly all actives have a fitted effect of over 60% in size; inactives centre near -12
#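 1 nM enzyme complex + cpd, 15 min RT; start with Ub-Rho 150nM final; kinetic fluorescence ex 480/em 540, 6 reads q60 s. Buffer 50mM HEPES pH 7.8, 0.5mM EDTA, 0.1 mg/ml BSA, 1mM TCEP, 0.01% Tween-20.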
# D2 ag: D2 dopamine receptor (human) agonism. P14416. HEK293 T-REx D2 cells, calcium flux agonist mode. activation, % at 2 µM. 0.53% of 340,000 active;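 active = activation over 3 SD above normal in the single-dose calcium agonist read, cut at about 30% in these data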; note: 0% is about no effect
#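 Agonism is scored from calcium flux in a force-coupled, inducible HEK293 cell line expressing D2, read kinetically for 180 s after compound addition against dopamine controls.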
# mIDH1 inhibitor: inhibitors of human mutant IDH1 R132H; IDH1-R132H enzyme, NADPH consumption, diaphorase/resazurin fluorescence; AID 602179; O75874; Potency, µM (top dose mostly 76.6 µM), for the others: at the highest dose activity change, negative = inhibition, actives largely listed as inhibitors; 0.093% of 390,000 active; note: potency is the fitted concentration of half-maximal effect; % is set by controls: 0 for no effect and ±100 for the full control effect; nearly all actives have a fitted effect of over 65% in size
# Target sequence (O75874 whole entry R132H, stated change not applied): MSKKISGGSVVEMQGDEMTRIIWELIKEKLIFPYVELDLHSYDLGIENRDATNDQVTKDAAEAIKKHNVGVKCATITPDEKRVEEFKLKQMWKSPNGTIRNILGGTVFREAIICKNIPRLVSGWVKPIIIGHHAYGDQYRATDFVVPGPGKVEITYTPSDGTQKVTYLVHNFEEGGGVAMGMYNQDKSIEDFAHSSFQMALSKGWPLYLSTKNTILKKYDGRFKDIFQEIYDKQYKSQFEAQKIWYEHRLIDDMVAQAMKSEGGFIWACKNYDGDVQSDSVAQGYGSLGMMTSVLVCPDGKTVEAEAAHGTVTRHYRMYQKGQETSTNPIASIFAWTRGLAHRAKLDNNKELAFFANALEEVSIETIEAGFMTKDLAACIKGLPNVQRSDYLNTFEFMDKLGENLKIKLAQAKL
#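 IDH1-R132H (0.5 ug/mL dispensed) in pH 7.5 Tris buffer was preincubated 30 min with compound, then given a substrate mix of 0.016 mM NADPH and 2 mM alpha-KG for 80 min at room temperature; remaining NADPH was read by diaphorase/resazurin fluorescence.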
# rTrxR1 inhibitor: blocks rat thioredoxin reductase 1; Potency, µM (titrated, usually from 114 µM), for the others: at the top dose activity change, negative = inhibition, usual class: inhibitors; recombinant rTrxR1, NADPH fluorescence consumption, selenite substrate; 1% of 390,000 active; O89049; note: potency is the fitted concentration of half-maximal effect; % is set by controls: 0 for no effect and ±100 for the full control effect; nearly all actives have a fitted effect of over 65% in size
#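 Rat TrxR1 (90 nM in the dispensed reagent) was pre-reduced with 400 uM NADPH for 5 min at room temperature, then incubated with compound for 15 min. After 400 uM selenite was added, NADPH fluorescence (Ex 340/Em 450 nm) was followed for 8 min.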
# * = called active by the depositor; ? = inconclusive; . = not tested or not shown; & = joins results of further samples; [ ] = remark or other dose. Unless noted, calls come from the whole dose curve; as a rule, active = well fitted inhibition curve with a large enough effect; inconclusive = small, poorly fitted or top-dose-only effect; inactive = no such curve, though single readings can be large or run the other way. Not all compounds are listed; the hit share may differ from the screen's.
# Results follow in this order: D2 ag, TrxR1 substrate, USP1 inh, mIDH1 inhibitor, Pin1 inh, D2 antag, TRHR PAM, TRHR ag, rTrxR1 inhibitor
CCCCCCCCCCOC(=O)Cn1c(COc2ccccc2)[n+](C)c2ccccc21
→ -0.3, -7%, -12%, 4%, 0%, -17, -1, 1.0, 22%[57.1 µM]
CNc1c([N+](=O)[O-])cnn1-c1ccccn1
→ 2.7, 0%[57.1 µM], -12%, 3%, -2%, 0, 6, 1.1, 18%[57.1 µM]
Cc1ccc(CN2CC(C(=O)N3CCN(c4ccccc4Cl)CC3)CC2=O)cc1 (centres undefined)
→ -0.1, 5%, -27%, 10%, 0%, -22, -3, -0.7, 12%
CC(=O)c1cc(-c2ccccc2)n(CCC(=O)Nc2ccc(C(C)C)cc2)c1C
→ 6.8, -12%[57.1 µM], -14%, 12%, 4%, ., -2, 5.4, -32%[57.1 µM]
COC(=O)Cn1c(CN2CCC(Cc3ccccc3)CC2)nc2c1c(=O)n(C)c(=O)n2C
→ -2.4, 7%, ?, 2%, 6%, 11, -2, -0.9, -1%
O=C(NC1CCCCC1)c1cnn2c(C(F)(F)F)cc(-c3ccco3)nc12
→ -0.5, 15%, -14%, -4%, 2%, 1, 1, -0.2, 3.5µM*
COc1ccc(NC(=O)N2CCCC2C(=O)NCc2ccc(F)cc2)cc1 (centres undefined)
→ 1.5, 3%[57.1 µM], -9%, 0%, -10%, 16, 0, -0.1, -4%[57.1 µM]
Cc1ccc(CNC(=O)CCS(=O)(=O)c2ccc3c(c2)CC(C)N3C(=O)C2CC2)o1 (centres undefined)
→ 0.4, 2%, -7%, -9%, -3%, 0, -4, 0.2, ?
CCCC(=O)NCCc1nc2ccccc2n1CCC
→ -0.1, 8%[57.1 µM], -23%, 13%, -4%, 11, 8, -0.1, 10%[57.1 µM]
CCc1ccc2nc(N(CCCN(C)C)C(=O)c3ccc(C(=O)c4ccccc4)cc3)sc2c1
→ 2.4, 5%, -16%, 8%, 6%, 4, 4, 0.3, 26%
N=c1c(S(=O)(=O)c2ccccc2)cc2c(=O)n3ccccc3nc2n1CC1CCCO1 (centres undefined)
→ 0.5, 111%[activator], -21%, ?, 12%, -3, -4, -1.0, 38%[57.1 µM]
Cc1ccc(NC(=O)C(C)OC(=O)CCN=C2NS(=O)(=O)c3ccccc32)cc1 (centres undefined)
→ -0.4, -5%, -5%, 3%, 5%, 9, -2, 0.3, 4%
Cc1onc(-c2ccccc2)c1C(=O)N(Cc1ccco1)Cc1cccs1
→ -0.4, -6%, -18%, 18%, 9%, 20, 9, 1.2, 15%
CN(C)CCCOc1nc2c(c(=O)n(C)c(=O)n2C)n1C
→ -0.2, 16%[57.1 µM], -10%, -4%, 0%, 3, -2, 0.4, 10%[57.1 µM]
COc1ccc(N2CCN(C(=O)CCc3nnc4n(C)c(=O)c5sccc5n34)CC2)cc1
→ 0.1, 3%, -4%, 0%, 2%, ., -1, 0.3, 15%
C=CCCC(=O)Nc1nc(C)c(-c2csc(Nc3ccc(Cl)cc3Cl)n2)s1
→ 0.6, 5%, -27%, -6%, 9%, 2, -5, -0.1, 12%
COc1cc(NS(=O)(=O)c2ccc(NC(=O)C34CC5CC(CC(C5)C3)C4)cc2)ncn1
→ -0.9, -8%, 1%, 5%, -4%, 2, -2, -0.4, -4%
Cc1cc(-c2ccccc2)c(C#N)c(=S)[nH]1
→ -0.1, 2%, -10%, -3%, ?, -6, -3, 0.7, ?
CC(=O)N1CC(=O)N(CC(=O)Nc2ccc(Br)cc2)C1=S
→ 0.0, 2%, -5%, -5%, 13%, 12, 9, -1.4, 27%
O=C(C[n+]1ccccc1)N/N=C/c1cccc(Cl)c1Cl
→ 1.0, 1%, -23%, -3%, -2%, -11, 3, 1.4, 18%
COc1ccc(-c2cc(Cl)cc3c(=O)c4ccccc4n(C)c23)cc1F
→ 1.0, 29%, -16%, -4%, 3%, -12, 8, -2.1, 42%[activator]
O=C(Nc1ccc(Cl)cn1)c1ccccc1F
→ 0.6, 5%, -1%, 14%, -8%, 23, 5, 0.1, 15%
N#Cc1c(N)n(C2OC(CO)C(O)C2O)c2ncnc(N)c12 (centres undefined)
→ ., 11%[57.1 µM], -10%, 2%, 0%, ., ., ., -6%[11.4 µM]
S=c1[nH]c2cc3ccccc3cc2[nH]1
→ -2.3&-1.6, 3%[57.1 µM], ?, 13%, ?, -15&1, 1&-3, -1.3&-0.7, 4%[57.1 µM]
Fc1cccc(NCCc2c[nH]c3ccccc23)n1
→ -0.2, 0%[57.1 µM], -28%, 11%, 8%, 18, -2, 1.1, 4%[57.1 µM]
O=C(O)CSc1nnc(-c2cccs2)n1-c1ccc(Cl)cc1
→ 0.0, 8%, -18%, 5%, -7%, 9, -1, 0.3, 12%
CC[n+]1c(/C=C2\C=C(C)CC(C)C2)sc2ccccc21 (centres undefined)
→ ., -5%, -23%, 4%, 5%, ., 1, -0.1, -25%
N#CC1(NC(=O)COC(=O)c2nccnc2N)CCCCC1
→ -0.5, 408%[activator], -16%, 1%, -9%, 4, -1, -0.4, 24%
Cc1noc(C)c1S(=O)(=O)N1CCCC(C(=O)Nc2ccc(C(C)C)cc2)C1 (centres undefined)
→ -0.4, 5%, -26%, 12%, -14%, ., 11, -0.9, 24%
CC(=O)c1cccc(CN2CCCCC2C(=O)Nc2ccc(Oc3ccccc3)nc2)c1 (centres undefined)
→ -0.3, -2%, -26%, 5%, ?, -11, -4, -1.8, -15%

# (more compounds)
# Results follow in this order: D2 ag, TrxR1 substrate, USP1 inh, mIDH1 inhibitor, Pin1 inh, D2 antag, TRHR PAM, TRHR ag, rTrxR1 inhibitor
COc1ccc(-n2cnnc2SCC(=O)Nc2cc(C)on2)cc1
→ -0.3, -4%, ?, 12%, -7%, -4, 3, -0.2, 1%
COc1ccc(Oc2cn[nH]c2-c2ccc(O)cc2O)cc1
→ 0.1, -3%, -11%, -1%, 4%, 11, -4, 0.4, 5%
CC(C)CCNc1nc(N)c([N+](=O)[O-])c(NC2CCCCC2)n1
→ ., -2%, -10%, -7%, 2%, ., 7, -0.1, 19%
CN(C(=O)c1ccc(NC(=O)Cc2ccc([N+](=O)[O-])cc2)cc1)C1CC1
→ ., -7%, -15%, -4%, -8%, ., ., ., 4%
CCN1CCN(c2nc(-c3ccncc3)nc3ccccc23)CC1
→ 0.0, ., ., ., ., 9, -1, 0.4, .
Cc1ccn(C(=O)c2cc3cc(Cl)ccc3oc2=O)n1
→ 0.3, 7%, -18%, -1%, -3%, -10, 0, -1.1, 15%
CCO[C@@H]1OC(C(=O)NCc2ccccc2)=C[C@H](c2csc3ccccc23)[C@H]1CCCO
→ 3.1, -4%, ?, 11%, 12%, 29, -7, 1.6, -7%
CCCN(CCC)C(=O)c1c(NC(=O)CC)sc2c1CCCCC2
→ -0.7, 22%[57.1 µM], -20%, 7%, -1%, -8, 1, -0.5, 12%[57.1 µM]
Cc1c(Cc2ccccc2)c(=O)oc2cc(OC(C)C(=O)NCC3CCC(C(=O)O)CC3)c(Cl)cc12 (centres undefined)
→ 0.8, 50%[activator], -28%, -31%, -3%, 23, 15, 0.0, -4%
Oc1cccc(Oc2ncc(C(F)(F)F)cc2Cl)c1
→ -1.0, -9%, -21%, -2%, -1%, -3, 3, -0.1, -6%
Brc1cccc(-c2cnco2)c1
→ 0.6, 0%, -7%, 3%, -2%, -7, -1, -0.6, 10%
COc1ccc(C)cc1NC(=O)COC(=O)c1ccc([N+](=O)[O-])o1
→ 0.3, 4%[57.1 µM], -12%, -3%, 0%, -6, 6, 0.2, -9%[57.1 µM]
CCOC(=O)c1c(CSc2ccc(CC)cc2)oc2ccc(O)c(CN(C)C)c12
→ 1.8, -3%, -20%, 5%, -3%, 18, -13, 2.6, 6%
C[C@H](NC(=O)[C@@H]1Cc2ccccc2CN1C(=O)OC(C)(C)C)C(=O)NC1CCCCC1
→ 0.2, -5%, -11%, -1%, 7%, 10, -10, -0.6, 3%
COc1cc(CNn2c(C)n[nH]c2=S)cc(Br)c1OCC(=O)NC(C)(C)C
→ ., 3%, -5%, -3%, 2%, ., 12, 0.2, -9%
CCOc1ccc(CCNC(=O)COC(=O)c2cccc(S(=O)(=O)N3CCCCC3)c2)cc1OCC
→ 0.4, -4%, -7%, -3%, 4%, -1, -3, -0.7, 9%
COc1ccccc1C(=O)N/N=C/c1c[nH]c2ccccc12
→ -1.7, -4%, -21%, 4%, -4%, -11, 3, 0.0, 11%
Cc1ccc(C)c(OCCCC(=O)Nc2ccccc2C(N)=O)c1
→ 0.7, -1%, -10%, 17%, 6%, -3, 6, -1.2, 4%
C[C@H]1CN([C@@H](C)CO)C(=O)c2cc(NC(=O)c3ccncc3)ccc2O[C@H]1CN(C)Cc1ccc(C(=O)O)cc1
→ ., -2%, -24%, -16%, 3%, ., ., ., -1%
O=C1COc2ccc(C(=O)CSc3nnc(NCc4ccccc4)s3)cc2N1
→ -0.3, 0%, -9%, -4%, 28%, 6, 0, 0.2, 0%
O=C1CS(=O)CN1c1ccc(Oc2ccccc2)cc1 (centres undefined)
→ 1.2, -3%, -19%, -7%, 0%, 6, -3, 0.3, 1%
CCOC(=O)C1=C(C)NC(=O)NC1c1cc(C)sc1C (centres undefined)
→ -0.8, -11%, -2%, 4%, 2%, -12, 16, 0.0, 17%[57.1 µM]
CC(C)C(=O)NC(=S)N(Cc1ccccc1)Cc1ccccc1
→ -0.7, 3%, -8%, -6%, 5%, -7, -1, -0.7, 23%
CCCCC(=O)Nc1ccc(N2CCN(C(=O)CC)CC2)cc1
→ -0.1, 12%, -12%, 1%, -9%, -6, 0, 0.2, 21%
COCCCNC(=S)N(Cc1cccnc1)Cc1ccc(OC)c(OC)c1
→ 0.9, 0%, -19%, 8%, 1%, -6, 4, 0.3, 9%

# 3 compounds from above, showing only D2 ag and TRHR PAM:
canonical_smiles,D2 ag,TRHR PAM
CCOc1ccc(CCNC(=O)COC(=O)c2cccc(S(=O)(=O)N3CCCCC3)c2)cc1OCC,0.4,-3
Brc1cccc(-c2cnco2)c1,0.6,-1
O=C1CS(=O)CN1c1ccc(Oc2ccccc2)cc1 (centres undefined),1.2,-3
